# APE1 inh: APE1 (human) endonuclease inhibition; recombinant APE1, TAMRA/BHQ-2 abasic DNA cleavage fluorescence; Potency, µM (top dose mostly 65.8 µM), for the others: at the top dose activity change, negative = inhibition, usual class: inhibitors; 0.35% of 350,000 active;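 note: potency is the fitted concentration of half-maximal effect; plate controls were vehicle for no effect and reference inhibitor for full effect; nearly all actives have a fitted effect of over 55% in size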
# Target sequence (P27695 whole entry, looked up): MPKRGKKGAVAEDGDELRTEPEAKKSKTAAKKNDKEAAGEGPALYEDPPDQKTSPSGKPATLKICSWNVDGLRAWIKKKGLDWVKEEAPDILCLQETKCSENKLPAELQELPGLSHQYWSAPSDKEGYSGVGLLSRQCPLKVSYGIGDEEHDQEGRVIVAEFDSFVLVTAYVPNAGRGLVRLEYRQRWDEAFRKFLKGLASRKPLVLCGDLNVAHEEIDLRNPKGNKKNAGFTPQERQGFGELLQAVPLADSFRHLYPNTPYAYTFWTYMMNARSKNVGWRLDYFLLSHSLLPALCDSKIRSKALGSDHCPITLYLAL
#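 Step 1: APE1 (0.75 nM) with compound, 15 min RT. Step 2: add 50 nM fluorophore/quencher THF duplex. Step 3: three fluorescence reads 60 s apart (525/598 nm); read 3 minus read 1 = reaction progress.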
# Pol kappa inh: DNA polymerase kappa (human) inhibition | AID 588579 | purified Pol kappa, fluorescent DNA synthesis assay, 10 min | Potency, µM (titrated, usually from 107 µM), for inactives: top-dose activity, negative = inhibition, actives largely listed as inhibitors | Q9UBT6 | 0.53% of 400,000 active; note: potency is the fitted concentration of half-maximal effect; % is set by controls: 0 for no effect and ±100 for the full control effect
#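 Inhibition of 10 nM Pol kappa is measured by a fluorescent read-out at 0 and 10 min following addition of 50 nM substrate (final), with a 15-min room-temperature compound preincubation.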
# 12-LOX inh: blocks human arachidonate 12S-lipoxygenase; P18054; purified 12hLO, xylenol orange hydroperoxide absorbance; Potency, µM (series often up to 108 µM), for inactives: at the highest dose activity change, negative = inhibition, hits mostly inhibitors; 1.1% of 580,000 active; note: potency is the fitted concentration of half-maximal effect; % is set by controls: 0 for no effect and ±100 for the full control effect
#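 Hydroperoxide product was detected by ferrous iron/xylenol orange as the 573 to 405 nm absorbance ratio. Arachidonic acid at 40 uM (final) was turned over for 30 min at room temperature by 150 nM human 12hLO, pH 7.0 Hepes buffer, after 15 min compound preincubation.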
# TRHR agonist: TRH receptor (human) agonism. 0.18% of 360,000 active. activation, % at 2 µM. TRHR cells, calcium flux fluo-8, FDSS agonist mode; in the data active = activation above about 30%; note: 0% is about no effect
#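 Fluo-8-loaded TRHR cells; 10 s baseline, compound added, kinetic Ca2+ fluorescence read 1/s, agonist mode.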
# Pol beta inh: inhibitors of human DNA polymerase beta. Pol beta primer extension/strand displacement, fluorescence kinetic. Potency, µM (top dose mostly 114 µM), for inactives: at the top dose activity change, negative = inhibition, actives largely listed as inhibitors. 1.3% of 340,000 active. AID 485314; note: potency is the fitted concentration of half-maximal effect; % is set by controls: 0 for no effect and ±100 for the full control effect
#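 10 nM enzyme + cpd, 15 min RT; start with substrate 50 nM final; read 0 min and after 10 min RT. Corrected, normalized data; 4-parameter Hill curve fit.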
# ERG Ets-DNA blk: blocks human ERG Ets domain binding to DNA; P11308; fluorescence polarization, His-ERG Ets domain / labelled DNA; 0.028% of 370,000 active; Potency, µM (titrated, usually from 76.9 µM), for inactives: at the highest dose FP activity, negative = inhibition, most hits filed as inhibitors; active = well fitted inhibition curve with a large enough effect in the polarisation, with a control signal flat; inconclusive = small, poorly fitted or top-dose-only effect, or effect the other way, or a change in a side signal; inactive = no such curve, though single readings can be large or run the other way; the % refers to the polarisation;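 note: polarization taken with two DNA probes labelled with fluorescein and Texas red; potency is the fitted concentration of half-maximal effect; % of control where 0% means no effect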
# Target sequence (P11308 whole entry, looked up, the tested form may be a part): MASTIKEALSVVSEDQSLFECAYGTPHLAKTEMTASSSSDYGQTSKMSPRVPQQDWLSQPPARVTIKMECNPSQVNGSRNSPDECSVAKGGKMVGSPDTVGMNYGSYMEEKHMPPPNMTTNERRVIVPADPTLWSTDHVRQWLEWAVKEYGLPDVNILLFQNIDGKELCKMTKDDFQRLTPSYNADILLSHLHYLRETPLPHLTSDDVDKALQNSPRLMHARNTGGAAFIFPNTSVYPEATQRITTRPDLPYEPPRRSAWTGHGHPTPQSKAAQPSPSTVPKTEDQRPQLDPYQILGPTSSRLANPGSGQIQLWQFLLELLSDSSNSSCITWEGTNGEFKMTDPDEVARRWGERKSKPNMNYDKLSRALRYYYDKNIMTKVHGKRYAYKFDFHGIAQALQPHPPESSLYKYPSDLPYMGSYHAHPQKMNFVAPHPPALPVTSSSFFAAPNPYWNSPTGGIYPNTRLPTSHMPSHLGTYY
#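 His-tagged ERG Ets domain (1 uM in the protein solution; 300mM KCl, 50mM Tris-HCl, 1mM EDTA, 1mM DTT, pH 7.5) received compound, then a probe mix of 5 nM fluorescein-DNA and 100nM Texas-615-DNA. Fluorescence polarization was read for both dyes.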
# POLI inh: inhibitors of human DNA polymerase iota; Q9UNA4; Pol iota fluorescent replication assay, 10 min; Potency, µM (highest dose often 115 µM), for the others: at the top dose activity, negative = inhibition, usual class: inhibitors; 1% of 390,000 active; AID 588590; note: potency is the fitted concentration of half-maximal effect
#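 Pol iota at 10 nM preincubated 15 min with compounds at room temperature; reaction started with fluorescent substrate, 50 nM final. Fluorescence read kinetically at 0 and 10 min; buffer-only wells as negative control.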
# BLM helicase inh: Bloom syndrome helicase (human) inhibition | P54132 | recombinant BLM DNA unwinding, fluorescence dequenching | Potency, µM (top dose mostly 56.1 µM), for the others: at the highest dose activity change, negative = inhibition, usual class: inhibitors | 0.2% of 350,000 active | AID 2528;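 note: potency is the fitted concentration of half-maximal effect; plate controls were vehicle for no effect and no enzyme for full effect; nearly all actives have a fitted effect of over 35% in size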
# Apoferritin bind: binds horse apoferritin like a general anesthetic. apoferritin/1-aminoanthracene competitive binding, fluorescence. AID 485281. Potency, µM (titrated, usually from 77.5 µM), for the others: at the top dose activity change, negative = displacement, most hits filed as inhibitors. P02791. 0.074% of 350,000 active; note: potency is the fitted concentration of half-maximal effect; % is set by controls: 0 for no effect and ±100 for the full control effect; nearly all actives have a fitted effect of over 20% in size
# Target sequence (P02791 2-175 limits assumed): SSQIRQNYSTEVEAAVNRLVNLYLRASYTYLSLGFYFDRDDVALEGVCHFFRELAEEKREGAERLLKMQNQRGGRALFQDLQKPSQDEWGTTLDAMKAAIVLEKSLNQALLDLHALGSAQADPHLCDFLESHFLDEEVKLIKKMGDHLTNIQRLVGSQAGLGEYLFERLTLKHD
#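 Horse-spleen apoferritin (10 uM) was mixed with 50% saturated 1-aminoanthracene in PBS, exposed to compounds for 10 min at room temperature, and read for fluorescence (ex 380 nm, em 535 nm). Competitive displacement was fitted with a four-parameter Hill equation.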
# Numbers without * were called inactive; ? = inconclusive; . = no result given; & = joins results of further samples; [ ] = dose if it differs, or a comment. Unless noted, calls come from the whole dose curve; as a rule, active = well fitted curve in the direction sought with a large enough effect; inconclusive = small, poorly fitted or top-dose-only effect, or another doubt; inactive = no such curve, though single readings can be large; an effect the other way counts as inactive or inconclusive. Some of the compounds tested (hit frequency here may not be typical).
SMILES,APE1 inh,Pol kappa inh,12-LOX inh,TRHR agonist,Pol beta inh,ERG Ets-DNA blk,POLI inh,BLM helicase inh,Apoferritin bind
Cc1cc(C)cc(Oc2ccc(S(=O)(=O)N3CCN(C)CC3)cn2)c1,2.9%,1.3%,?,0.2,.,-6.0%,-4.4%,.,.
COc1cc2ccnc(Cc3cccc(OC)c3OC)c2cc1OC,-4.3%,-18.2%,-22.6%,1.2,12.7%,11.0%,108.9%[activator],-7.1%,-6.5%
CCN(CC)S(=O)(=O)c1cccc(-c2n[nH]c(=S)n2/N=C/c2ccc(OC(F)F)cc2)c1,2.8%,-37.7%,?,-0.4,-19.9%,-1.0%,-7.0%,?,?
NC(=O)CSc1nnc(-c2ccccc2)c(-c2ccccc2)n1,8.7%,-6.0%,-17.7%,0.5,2.8%,-8.0%,6.2%,-3.3%,-10.8%
O=C(c1ccccc1)c1nc[nH]c1C(=O)Nc1ccccc1,-4.9%,2.2%,384.8%[activator],-0.2,31.6%[activator],-0.1%,3.4%,-4.1%,-9.8%
CCC(C)c1ccc(NC(=S)NC(C)C2CCCO2)cc1 (stereo not drawn),19.0%,2.0%,0.0%,-0.2,19.3%,-14.4%,14.7%,-5.4%,?
COCCn1c(-c2ccccc2)c(C)n2c3c(=O)n(C)c(=O)n(C)c3nc12,.,6.1%,-1.1%,-1.8,13.9%,3.7%,40.4%[activator],-1.8%,-10.8%
CCOc1ccc(CCNC(=O)c2cc3c(s2)CS(=O)(=O)C3)cc1OCC,45.0%[activator],6.6%,1.7%,-0.5,2.9%,-12.7%,93.6%[activator],-3.7%,-23.8%
COc1ccc(N2CCN(C(=O)CN(C)S(=O)(=O)c3cccs3)CC2)cc1,18.0%,0.0%&-8.0%,-27.3%&0.0%,1.0&0.1,-26.7%&-4.1%,-8.8%&0.0%,33.8%&8.7%[activator],-2.8%&-5.1%,-17.3%&-2.0%
CCS(=O)(=O)N1CCN(C(=O)c2ccco2)CC1,0.8%,-3.2%[60.1 µM],3.7%,0.8,?,.,?,1.3%,-3.0%
CC(C)(C)NC(=O)C(c1ccc(F)cc1)N(Cc1cccs1)C(=O)c1ccc(CN2CCOCC2)o1 (stereo not drawn),1.3%,-5.3%,-1.1%,2.8,1.2%,12.5%,120.0%[activator],-1.0%,-11.5%
CCOC(=O)N/N=C/c1ccc(F)cc1F,-6.3%,?,-18.9%,-0.6,?,8.1%,?,1.7%,5.2%
Cc1[nH]nc2c1C(c1cc(Br)cs1)C(C#N)=C(N)O2 (stereo not drawn),8.0%,1.0%,-28.6%,-0.4,0.6%,-5.9%,-12.9%,-6.6%,-8.3%
O=C(Nc1ccc2c(c1)OCCO2)c1ccccc1,54.3%[activator],-8.7%,.,-0.1,0.6%,-6.8%,133.6%[activator],1.3%,-4.6%
CC(OC(=O)C1=COCCO1)C(=O)c1ccc(Br)cc1 (stereo not drawn),8.0%,-12.4%,1.9%,.,.,-10.7%,6.8%,.,.
COc1cccc(NC(=O)CC2C(=O)NC3CCCCC3N2C(=O)c2ccc(F)cc2)c1 (stereo not drawn),-2.0%,-10.2%[60.1 µM],-11.2%,0.0,4.6%,.,3.8%,0.5%,-2.8%
COc1cccc(CNc2cnc3ccccc3c2)c1O,-0.9%,-8.8%,31.6µM*,0.9,6.2%,.,48.6%[activator],-6.0%,1.8%
O=C(N/N=C/c1ccc(-c2ccc(Cl)c(C(=O)O)c2)o1)c1cc2c(ccc3ccccc32)o1,12.4%,31.6µM*,39.8µM*,-0.3,?,7.7%,17.8µM*,-1.2%,350.0%[activator]
C=CCn1c(Oc2cccc(C)c2)nc2c1c(=O)n(C)c(=O)n2C,4.4%,-7.4%,-1.2%&27.7%,-0.2,4.0%,-1.3%,19.8%,-3.9%,-6.5%
Cc1ccc(Nc2nc3nonc3nc2N(C)C)cc1,-3.2%,-10.1%,-14.7%,-0.8,32.8%,-15.7%,6.0%,-1.3%,-14.0%
C#CCn1c(CCNC(=O)c2ccco2)nc2ccccc21,-8.1%,0.7%,1.7%,0.1,19.0%,?,18.1%,1.7%,1.0%
CCOc1ccc(NC(=O)c2oc3ccccc3c2NC(=O)C2CCCCC2)cc1,.,-2.3%,-15.2%,0.6,-10.0%,6.6%,25.3%,-1.4%,-5.9%
Cc1c(C(=O)NCc2cccnc2)oc2ccc(S(=O)(=O)N3CC(C)CC(C)C3)cc12 (stereo not drawn),0.0%,-7.1%,0.9%,0.0,-0.4%,-9.6%,2.4%,-1.2%,5.9%
O=C(O)c1ccccc1-c1ccccc1C(=O)Nc1ccc(OC(F)(F)F)cc1,-14.0%,-14.5%,-19.7%,0.6,80.9%,-2.5%,-1.6%,-6.6%,-6.4%
CCCNS(=O)(=O)c1cc(-c2nnc3c4ccccc4c(C)nn23)ccc1OC,.,-2.6%,-15.0%,-1.7,-23.8%,-8.5%,10.1%,0.2%,-11.9%
COc1ccc(N2CCN(C(=O)CCNS(=O)(=O)c3cc(Br)cnc3N)CC2)cc1,-7.3%,7.9%,.,-0.7,4.0%,16.2%,36.7%[activator],-1.6%,7.5%
CCn1c(NC(=O)C(C)C)c(-c2cccs2)c(=O)c2ccccc21,-0.3%,-0.2%,10.2%,0.8,3.2%,5.9%,-12.5%[58.9 µM],2.4%,6.8%
CC(=O)c1c(O)c2cccc3c2n(c1=O)CCC3,-9.1%,-3.9%,?,-1.2,11.3%,-1.6%,-9.2%,-4.2%,1.5%
C/C=C(/C)C(=O)Nc1cccc(C2=NOC3(C2)C[C@@H](C(N)=O)N(C(=O)C2(C)CC2)C3)c1 (stereo partly drawn),18.0%,0.0%,-0.6%,0.6,14.5%,-6.6%,-14.6%,0.8%,-3.4%
O=C(COC(=O)/C=C/c1cccc([N+](=O)[O-])c1)NCC1CCCO1 (stereo not drawn),-6.2%,2.5%,-2.6%,0.5,6.2%,-2.8%,-0.9%,3.9%,-10.6%
COc1cc2cc(Br)cc(Br)c2nc1C,23.2%,-1.2%,-3.1%,-4.6,5.7%,3.4%,17.7%,0.7%,-12.1%
COC(=O)c1sc2cc(C(F)(F)F)cnc2c1-c1cccnc1,0.2%,-1.1%,0.0%,0.1,0.1%,5.0%,8.3%,-0.8%,-4.8%
Cn1c(-c2cccc(OCc3ccccc3)c2)nc2c1c(=O)[nH]c(=O)n2Cc1ccccc1,-7.0%,-5.7%,32.7%&-21.5%[activator],-0.2,15.1%,-2.0%,-7.0%,-5.4%,-10.2%
COc1ccc(S(=O)(=O)N2CCCCC2)cc1NC(=O)C1CC1C (stereo not drawn),5.1%,-0.1%,2.6%,0.4,.,17.2%,18.6%,.,.
O=C(O)CC(SCC(=O)Nc1ccccc1)C(=O)O (stereo not drawn),-0.1%,-1.5%,0.9%,0.1,-0.7%,8.0%,8.3%,-4.3%,-3.0%
CCCC(=O)Nc1ccc(NC(=O)C23CC4CC(CC(C4)C2)C3)cn1,-0.6%,-8.5%,-4.4%,0.4,1.3%,-0.8%,-3.2%,-0.6%,-15.3%
CN(C)N1C(=O)CC(NNC(=O)c2ccncc2)C1=O (stereo not drawn),6.4%,-6.9%,3.3%,0.1,3.5%,0.5%,11.1%,2.4%,4.3%
O=C(O)c1cc(=O)c2cc(Cl)ccc2[nH]1,-0.2%,17.8%[60.1 µM],.,.,.,.,.,-1.2%,3.5%
O=C(CC1SC(=O)N(c2ccccc2)C1=O)Nc1ccccc1 (stereo not drawn),-0.2%,-4.3%,0.0%,0.0,10.2%,1.7%,?,-0.6%,?
O=C(C1=NN[C@@H]2C(=O)N(c3ccccc3C(F)(F)F)C(=O)[C@H]12)c1cnccn1,1.4%,-14.3%,?,-0.8,15.1%,-6.3%,-16.1%,0.3%,0.4%
CCOc1ccc2nc(SCC(=O)NC(=O)NCc3ccco3)sc2c1,-6.6%,0.0%,15.6%,-0.7,23.6%,4.6%,0.3%,-1.5%,?
CCOC(=O)c1sc2nc(SCC(=O)NCc3ccco3)n(Cc3ccccc3)c(=O)c2c1C,13.6%,-0.7%,-5.6%,0.5,22.1%,-5.6%,7.9%,2.8%,5.4%
Cc1cccc(N2CCN(C(c3ccc(N(C)C)cc3)c3nnnn3C(C)(C)C)CC2)c1C (stereo not drawn),-9.1%,-15.9%,-10.2%,1.4,7.2%,-8.0%,13.2%,-1.6%,4.2%
CNc1nc(Cl)nc2c1ncn2-c1ccccc1,.,-13.0%,-11.2%,.,.,-4.4%,79.8%[activator],.,.
O=C(O)c1ccc(CSc2nnc(-c3ccc(Cl)cc3)o2)cc1,-3.9%,-17.9%,-11.5%,0.2,38.7%,5.7%,87.5%[activator],4.6%,-2.9%
N#CC1(Nc2ccc3ccccc3c2)CCCC1,.,-23.6%,0.0%,.,.,-3.7%,18.8%,.,.

# Profiles as entered above:
# Cc1ccc(Nc2nc3nonc3nc2N(C)C)cc1 reads APE1 inh: -3.2%; Pol kappa inh: -10.1%; 12-LOX inh: -14.7%; TRHR agonist: -0.8; Pol beta inh: 32.8%; ERG Ets-DNA blk: -15.7%; POLI inh: 6.0%; BLM helicase inh: -1.3%; Apoferritin bind: -14.0%
# O=C(c1ccccc1)c1nc[nH]c1C(=O)Nc1ccccc1 reads APE1 inh: -4.9%; Pol kappa inh: 2.2%; 12-LOX inh: 384.8%[activator]; TRHR agonist: -0.2; Pol beta inh: 31.6%[activator]; ERG Ets-DNA blk: -0.1%; POLI inh: 3.4%; BLM helicase inh: -4.1%; Apoferritin bind: -9.8%

# Compound activity from PubChem.
